Source: PubChem (several laboratories)
ABCB6 inh 2 – inhibitors of human ABC transporter ABCB6; Q9NP58; K562-ABCB6 porphyrin accumulation, flow cytometry, 1 h; hits give low values; fluorescence ratio to DMSO, % at 10 µM; 360,000 compounds, 0.19% hits;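 active = fluorescence ratio to DMSO below 75%, the collection mean minus 3 SD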;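 also: signal is porphyrin accumulated inside mitochondria; 100% equals median channel fluorescence of DMSO control wells; lower ratio means ABCB6 inhibition with less porphyrin fluorescence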
m5-HT2A agonist – agonists of mouse serotonin 5-HT2A receptor (HTR2A). P35363. CHO-K1 mHTR2A beta-arrestin complementation, luminescence; percent of 30 µM serotonin response. activation, % at 7.6 µM. 360,000 compounds, 0.66% hits;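 active = activation above a run cutoff, the mean activation of all tested compounds plus 3 SD, cut at about 14% in these data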;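 also: 0% = plate median of compound wells and 100% = 30 µM serotonin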
Glyco luc inh – N-linked glycosylation inhibition. D54 ERlucT glycosylation luciferase reporter, 24 h; percent of 100 nM tunicamycin response. reporter increase, % at 12.5 µM. 360,000 compounds, 0.23% hits. AID 588692;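 active = mean luciferase reporter signal, scaled so untreated is 0 and the glycosylation-blocking control 100, at or above a set limit in every replicate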;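 also: luciferase carries N-glycosylation sites so blocking glycosylation raises the light; 0% = median of neutral control wells and 100% = median of 100 nM tunicamycin wells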
PDI inh – PDI (human) enzyme inhibition. P07237. 350,000 compounds, 0.052% hits. inhibition, % at 10 µM. PDI insulin aggregation turbidity, A650, 90 min;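 active = mean inhibition across replicates of 30% or more, whatever share of single replicates reach that level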;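 also: absorbance from insulin aggregation driven by PDI reduction with DTT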
ABHD5 PLIN5 PPI – ABHD5-PLIN5 protein interaction inhibition | AID 602281 | inhibition, % at 4 µM | Q00G26+Q8WTS1 | 360,000 compounds, 0.78% hits | Split G. princeps luciferase complementation, luminescence, 4 h;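 active = inhibition above the mean inhibition across every tested compound plus 3 SD, cut at about 22% in these data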;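 also: 0% = DMSO only wells and the 100% control is not disclosed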
Target sequence (Q00G26 whole entry, looked up): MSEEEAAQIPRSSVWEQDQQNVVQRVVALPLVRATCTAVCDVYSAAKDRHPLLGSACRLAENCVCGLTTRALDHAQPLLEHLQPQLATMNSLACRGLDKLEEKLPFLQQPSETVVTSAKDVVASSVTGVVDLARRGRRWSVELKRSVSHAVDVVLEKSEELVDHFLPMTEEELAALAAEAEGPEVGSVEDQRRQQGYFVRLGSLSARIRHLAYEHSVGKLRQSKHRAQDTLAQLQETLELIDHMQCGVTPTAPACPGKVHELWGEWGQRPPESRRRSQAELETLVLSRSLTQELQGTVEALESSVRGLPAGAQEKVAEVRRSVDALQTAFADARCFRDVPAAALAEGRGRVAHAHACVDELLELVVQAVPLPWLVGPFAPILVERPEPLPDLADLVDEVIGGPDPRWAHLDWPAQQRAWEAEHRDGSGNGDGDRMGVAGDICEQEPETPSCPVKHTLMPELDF
Target sequence (Q8WTS1 whole entry, looked up): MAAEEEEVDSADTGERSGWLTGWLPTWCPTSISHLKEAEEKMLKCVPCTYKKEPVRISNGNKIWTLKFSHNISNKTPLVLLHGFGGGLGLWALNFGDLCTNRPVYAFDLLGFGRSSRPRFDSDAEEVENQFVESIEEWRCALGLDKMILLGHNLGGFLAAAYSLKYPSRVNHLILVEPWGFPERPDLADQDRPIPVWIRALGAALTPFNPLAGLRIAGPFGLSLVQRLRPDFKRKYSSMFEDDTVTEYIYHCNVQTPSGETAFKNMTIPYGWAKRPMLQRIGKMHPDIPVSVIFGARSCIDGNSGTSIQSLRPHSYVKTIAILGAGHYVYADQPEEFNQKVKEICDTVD
MC4R barr agon – human MC4R agonism via beta-arrestin; activation, % at 8.9 µM; AID 540308; 360,000 compounds, 0.98% hits; P32245; U2OS MC4R beta-arrestin complementation, luminescence; percent of melanotan II response, DMSO zero;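 active = activation above a per-plate cutoff, the mean activation of sample wells on that plate plus 3 SD, cut at about 8% in these data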
MC4R antag cAMP – human MC4R antagonism in cAMP assay; P32245; MC4R-expressing cells, MTII-stimulated cAMP, LANCE TR-FRET; inhibition, % at 6.5 µM; 360,000 compounds, 0.48% hits;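 active = inhibition above its plate's cutoff, the mean of tested wells on that plate plus 3 SD, cut at about 29% in these data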;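 also: 0% = Melanotan II alone and 100% = Melanotan II plus saturating MCL0020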
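Assay system: U2OS cells stably expressing human melanocortin 4 receptor (MC4R) / Dosing: 6.5 µM / Timing: compound 30 min, challenge 1 h, detection 1 h / Measured by: Eu-cAMP/anti-cAMP TR-FRET, emission 671 nm / Replicates: singlicate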
H9c2 protect – modulators protecting cardiomyocytes from myocardial damage; H9c2 cardiomyocytes, H2O2 injury protection, ATPLite, 2 h; protection from H2O2 cell death, % at 20 µM; 360,000 compounds, 0.63% hits; AID 588492;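 active = compounds giving at least 50% protection of heart cells from peroxide-induced death in the single-dose screen, raw or plate-pattern-corrected value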;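 also: 0% = DMSO wells with peroxide and 100% = DMSO wells without peroxide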
Granule exo inh – blocks lytic granule exocytosis. AID 651702. 360,000 compounds, 0.66% hits. inhibition, % at 10 µM. TALL-104 LAMP-1 surface exposure, flow cytometry; cells stimulated with thapsigargin and PMA;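 active = inhibition above about 55%, limit read from the data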
CaV13 ICDI inh – Disruptors of the CACNA1D IQ motif to Ca2+-dependent inactivation inhibitor domain association, primary screening, Förster resonance energy transfer in intact living …. HEK cells, CFP/YFP FRET ICDI-IQ, plate reader, 10 min; percent FRET-ratio fall versus neutral wells. inhibition, % at 12.3 µM. 340,000 compounds, 0.098% hits. AID 743397;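 active = mean replicate inhibition of at least 30% and at least 1% of replicates passing that level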;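 also: 0% = median of the neutral control wells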
The depositor's hits bear a star; . = no result given.

Fields: ABCB6 inh 2	m5-HT2A agonist	Glyco luc inh	PDI inh	ABHD5 PLIN5 PPI	MC4R barr agon	MC4R antag cAMP	H9c2 protect	Granule exo inh	CaV13 ICDI inh
> CC(CCc1ccccc1)NC(=O)c1cnc(Cl)c(Cl)c1 (configuration not stated)
→ 95	5	-5	16	1	-1.0	9	-5	-10	-2
> CCCCN(C(=O)Cc1cccc(F)c1)c1c(N)n(CCC)c(=O)[nH]c1=O
→ 87	3	3	-2	-5	-2.2	4	-3	-6	2
> Cc1ccccc1OCC(=O)OCC(=O)Nc1ccc(S(N)(=O)=O)cc1
→ 98	3	3	5	-1	-2.5	5	5	5	-4
> COCCN(CCOC)c1nc(-c2ccc([N+](=O)[O-])cc2)nc2ccccc12
→ 93	-1	-3	-2	3	0.9	16	32	32	-5
> Cc1cc(C)c(S(=O)(=O)/N=C2\C=CC(=O)C(Cl)=C2)c(C)c1
→ 98	3	-2	14	-3	-2.0	-1	-1	1	.
> COc1cccc(-c2nc(-c3ccc(NC(=O)c4ccncc4)cc3)no2)c1
→ 93	6	-2	0	4	1.3	6	-6	-1	-5
> COc1ccc(S(=O)(=O)N2CCCCC2)cc1NC(=O)CCC(=O)N1CCC(c2ccccc2)=N1
→ 97	-7	0	-1	-7	-1.1	9	-6	2	-5
> Cc1c(C(=O)N2CCC2)oc2ccc(Cl)cc12
→ 88	-5	1	0	-3	-0.2	-4	-1	-16	-7
> S=C(NCc1ccc2c(c1)OCO2)Nc1ccc2nsnc2c1
→ 103	-4	3	-4	-17	0.3	-1	-10	5	-4
> CN(CC(=O)Nc1ccc(Cl)c(C(F)(F)F)c1)C(=O)c1cccc(N2C(=O)CCC2=O)c1
→ 96	-6	-1	-3	-4	-1.3	13	-11	-13	-5
> CSc1ccccc1C(=O)C1CCCN(C(=O)c2ccc(N3CCOCC3)cc2)C1 (configuration not stated)
→ 94	3	1	-2	3	-4.1	11	5	-4	5
> Clc1nc(NC2CCCCC2)c2cn[nH]c2n1
→ 95	4	-1	6	6	0.3	2	-2	3	-5
> CC(=O)c1ccc(Oc2ncnc3sccc23)c(CN2CCOCC2)c1
→ 99	-2	1	4	1	0.8	4	0	8	-4
> COc1cccc(-c2ccc(SCc3ccccn3)nn2)c1
→ 96	3	-2	1	0	-2.8	-1	0	0	-7
> CN(C)S(=O)(=O)c1cc(NC(=O)CN2CCN(c3ccc(O)cc3)CC2)ccc1Cl
→ 90	-6	0	10	-2	-2.0	-5	-6	-5	-3
> C/C(=N/OC(=O)c1c(-c2c(F)cccc2Cl)noc1C)c1cnccn1
→ 98	-4	1	9	-8	2.1	2	1	-2	-6
> Cc1cc2c(cc1C)C(c1ccccc1OC(C)C)CC(=O)N2 (configuration not stated)
→ 103	5	22	9	-4	-1.6	-10	-9	37	-18
> CC(=O)Nc1cccc(OCC(O)Cn2cnc3ccccc32)c1 (configuration not stated)
→ 98	-3	0	0	-2	-3.2	5	1	0	-5
> CC(C)(C)Nc1nc(C(N)=O)nc(N2CCOCC2)n1
→ 96	4	-5	0	-8	-2.3	-2	-6	2	-6
> CCCNC(=O)c1onc(CS(=O)(=O)c2cc(C)cc(C)c2)c1C(=O)NCCC
→ 99	3	4	-7	-1	-1.3	-6	-4	-7	-10
> CC12CCC(=O)N1C(C(=O)NCCc1ccc(S(N)(=O)=O)cc1)CS2 (configuration not stated)
→ 90	10	2	5	3	-3.0	6	0	-2	-3
> COc1ccc(S(=O)(=O)N2CCN(C3CCN(Cc4ccccc4)CC3)CC2)cc1
→ 102	-4	1	-8	14	1.2	0	5	1	-3
> CC1(C)CC(=O)C=C(NNC(=O)OC(C)(C)C)C1
→ 98	1	0	-6	2	1.3	0	-1	6	3
> Cc1ccc2nc(NC(=O)C3CC(=O)N(Cc4ccco4)C3)sc2c1 (configuration not stated)
→ 99	-2	2	-10	0	-1.6	7	0	-2	4
> NC(=O)CN1C(=O)NC(c2ccccc2)(c2ccccc2)C1=O
→ 93	-3	-2	-8	-7	-1.4	0	-7	-6	-5
> Cn1c(C(=O)Nc2ccc3c(c2)OCCO3)cc2sccc21
→ 103	-2	-12	-13	-1	-0.3	4	-12	-1	-6
> O=C(O)c1ccc2nnn(O)c2c1
→ 93	5	1	-2	-3	0.9	16	-4	-2	-4
> Cc1ccc(Cl)c(OCCCCN2CCC(C)CC2)c1
→ 98	4	0	12	-11	-1.0	8	-3	-3	-4
> CC(C)CC1(C)NC(=O)N(CC(=O)N2C(C)CCCC2C)C1=O (configuration not stated)
→ 93	-3	3	13	2	0.1	-7	6	-2	-2
> Cc1cccnc1CN1CCN(Cc2nc(C(c3ccccc3)c3ccccc3)no2)CC1
→ 105	7	-3	-3	2	-1.4	10	-1	4	-3
> CC(C)N1CCc2c(sc(N)c2C#N)C1
→ 112	2	3	12	1	1.7	8	-5	-1	-5
> O=C(N[C@@H](Cc1ccccc1)C(=O)CCl)OCc1ccccc1
→ 93	-1	-11	17	65*	-0.9	-12	-31	0	-6
> COc1ccc(-c2nc(CSCC(=O)NCCCN3CCCC3=O)c(C)o2)cc1
→ 97	-8	-2	-7	-8	-2.2	7	-6	-11	-1
> CC(C)CNC(=S)Nc1ccc(S(N)(=O)=O)cc1
→ 94	-2	1	10	-2	-1.2	1	-3	2	-18
> CCC(CC)C(=O)N(C)c1c(C)nc2c(OCC(=O)C(C)(C)C)cccn12
→ 100	-3	3	4	-6	-1.6	5	2	21	-5
> C#CCOCCOCCOCCNc1nc(N2CCN(C(=O)[C@H](CCCCN)n3cc(CCC(=O)O)nn3)CC2)nc(N2CCN(C(=O)[C@H](Cc3ccc(O)cc3)n3cc(CCO)nn3)CC2)n1
→ 97	-1	3	14	4	-0.5	6	-2	-8	-9
> Cc1ccc(S(=O)(=O)N2C3CCCCC3O[C@H]2CC(=O)c2cccs2)cc1 (some centres not stated)
→ .	-2	.	.	1	.	.	.	-2	-16
> Cc1cc(C)c(NC(=O)COC(=O)C2=COCCO2)c(C)c1
→ 97	-7	2	-2	-3	1.1	16	5	-5	-11
> COc1cccc(C(=O)NNC(=O)C2CC(C)=C(C)CC2C(=O)O)c1 (configuration not stated)
→ 93	-5	0	10	0	-2.2	-1	-2	-2	.
> COc1cccc(/C=N/NC(=O)CC2C(=O)NN=C2C)c1O (configuration not stated)
→ 98	-3	2	-1	-1	-4.4	8	3	2	-5

Brought forward from above: 2 compounds, then new ones.
Fields: ABCB6 inh 2	m5-HT2A agonist	Glyco luc inh	PDI inh	ABHD5 PLIN5 PPI	MC4R barr agon	MC4R antag cAMP	H9c2 protect	Granule exo inh	CaV13 ICDI inh
> COc1cccc(C(=O)NNC(=O)C2CC(C)=C(C)CC2C(=O)O)c1 (configuration not stated)
→ 93	-5	0	10	0	-2.2	-1	-2	-2	.
> COc1cccc(/C=N/NC(=O)CC2C(=O)NN=C2C)c1O (configuration not stated)
→ 98	-3	2	-1	-1	-4.4	8	3	2	-5
> Cc1c(Cl)cccc1NC(=S)N1CCc2ccccc2C1
→ 103	-2	-1	-11	7	4.5	3	-5	10	-1
> CCc1c(C)sc(NC(=O)Cc2ccccc2C)c1C(=O)N1CCOCC1
→ 84	8	0	0	-5	-1.2	7	-3	-5	-2
> O=C(NCC(=O)N1CCCC(C(F)(F)F)C1)c1cccs1 (configuration not stated)
→ 98	6	-1	2	3	0.2	17	-4	0	-6
> Nc1ccc(-c2nc3ccc([N+](=O)[O-])cc3[nH]2)cc1
→ 93	-2	4	0	13	-1.2	-14	7	-1	-6
> COc1ccc(C(=O)N=C2SC3CS(=O)(=O)CC3N2c2ccc(C(C)=O)cc2)cc1 (configuration not stated)
→ 99	16*	-2	-4	-2	-2.6	14	0	0	-2
> Cc1ccc(S(=O)(=O)NCCc2ccncc2)cc1
→ 96	6	0	1	3	0.3	12	0	-7	-6
> COc1cc(/C=C/C(=O)OCC(=O)N2CCCCCC2)ccc1OCC#N
→ 103	3	-2	5	2	2.3	-4	5	-4	-3
> COc1cccc(CNc2ccc(F)c(Cl)c2)c1OC
→ 99	-1	-2	6	-3	4.4	-11	-12	-3	-7
> Cc1cc(C)cc(NC(=O)COC(=O)CCc2ccc(S(=O)(=O)N3CCOCC3)cc2)c1
→ 102	-1	2	2	1	-1.6	-2	0	0	-6
> COc1ccccc1CNC(=O)C1CCN(S(=O)(=O)c2ccc(N3CCCC3=O)cc2)CC1
→ 101	0	-5	-10	6	-1.2	-2	-6	-11	-5
> C=CCNC(=S)NNC(=O)C(CCC(C)C)CC(C)O (configuration not stated)
→ 107	-2	1	1	-1	-0.9	7	11	-1	-6
> CCOC(=O)c1sc2nc(SCC(=O)N(CC)CC)n(CCCN3CCCC3=O)c(=O)c2c1C
→ 96	-6	-1	1	2	-1.3	11	19	-1	-6
> O=C(COc1coc(CN2CCCc3ccccc32)cc1=O)Nc1ccccc1
→ 105	8	5	0	14	-1.2	11	11	0	-7
> Cc1occc1C(=O)NNC(=O)CN1C(=O)NC2(CCCCC2)C1=O
→ 101	3	1	-12	3	0.0	-2	-1	-1	-6
> COc1ccc2cc(CN(CC3COCCO3)S(=O)(=O)c3ccc(Cl)cc3)c(=O)[nH]c2c1 (configuration not stated)
→ 95	0	0	-6	-2	0.9	-2	10	-3	-4
> CCOC(=O)c1c(C)[nH]c(C)c1C(=O)COC(=O)c1cc(OC)c(OC)cc1OC
→ 99	-1	1	1	4	0.8	32*	4	2	-3
> CN1CCN(C(=O)Cn2ncc3c([nH]c4ccccc43)c2=O)CC1
→ 108	9	0	9	2	-0.2	-3	-4	-10	-15
> CC(=O)Nc1ccc(N2CCN(Cc3ccccc3F)CC2)cc1
→ 97	2	-1	2	8	-0.1	3	0	4	-4
> COc1cccc(CN2CC(C(=O)N(C)Cc3nc(C)cs3)CCC2=O)c1 (configuration not stated)
→ 99	0	1	12	-5	-2.0	-1	1	-3	-7
> COc1cccc(OC)c1OCCCCCCN1CCN(C)CC1
→ 101	-7	1	-5	6	-2.2	10	0	2	-5
> Cc1cc(C)nc(-n2nc(C)cc2NC(=O)c2cc3ccccc3oc2=O)n1
→ 97	-1	-1	4	0	-1.4	9	31	-4	-4
> COc1ccc(NC(=S)N2CCCC(c3nc4ccc(C)cc4[nH]3)C2)c(OC)c1 (configuration not stated)
→ 99	-2	5	1	0	-1.7	14	-4	0	-5
> Cc1ccc(C)c(N(CC(=O)Nc2ccc(-c3nc4ccc(C)cc4s3)cc2)S(C)(=O)=O)c1
→ 103	-2	-1	-9	3	1.5	17	-3	1	-3
> COCCNC(=O)C(NC(=O)C1CCC(C)CC1)C(C)C (configuration not stated)
→ 100	7	2	-3	5	-0.5	-4	0	3	-6
> COCCNC(C(=O)Nc1ccc([N+](=O)[O-])cc1Br)c1ccccc1 (configuration not stated)
→ 92	0	-2	-10	1	-1.2	4	5	2	-5
> CC(Oc1ccc(Br)cc1Br)C(=O)Nc1cccnc1 (configuration not stated)
→ 99	-4	-4	2	3	0.7	17	0	-4	-10
> CCOC(=O)c1sc(NC(=O)c2cccc(S(=O)(=O)N3CCc4ccccc43)c2)c(C#N)c1C
→ 95	0	-5	-2	3	0.9	25	-15	10	-7
